USP28 inh: inhibitors of human USP28 deubiquitinase; Ubiquitin carboxyl-terminal hydrolase 28 (Homo sapiens), Q96RU2; purified USP28, Ub-rhodamine cleavage fluorescence, 30 min; inhibition, % at 25 µM; 47,000 compounds, 3% hits; AID 1645857, 2021
USP10 block: inhibitors of human USP10 deubiquitinase; purified USP10, Ub-rhodamine fluorescence, 60 min; 47,000 compounds, 1.1% hits; inhibition, % at 20 µM; Ubiquitin carboxyl-terminal hydrolase 10 (Homo sapiens), Q14694
OTUD3 block: inhibitors of human OTUD3 deubiquitinase; AID 1645858, 2021; purified OTUD3, Ub-rhodamine fluorescence, 2 h; inhibition, % at 25 µM; 47,000 compounds, 0.7% hits; OTU domain-containing protein 3 (Homo sapiens), Q5T2D3
USP8 inh: inhibitors of human USP8 deubiquitinase; 47,000 compounds, 4.2% hits; purified USP8, Ub-rhodamine cleavage fluorescence, 30 min; inhibition, % at 20 µM; Ubiquitin carboxyl-terminal hydrolase 8 (Homo sapiens), P40818; AID 1645853, 2021
USP17 block: inhibitors of human USP17 deubiquitinase; Ubiquitin carboxyl-terminal hydrolase 17-like protein 5 (Homo sapiens), A8MUK1; 47,000 compounds, 6.5% hits; inhibition, % at 50 µM; purified USP17, Ub-rhodamine cleavage fluorescence, 3 h
USP7 inh: inhibitors of human USP7 deubiquitinase | Ubiquitin carboxyl-terminal hydrolase 7 (Homo sapiens), Q93009 | purified USP7, Ub-rhodamine cleavage fluorescence | inhibition, % at 20 µM | 47,000 compounds, 0.3% hits
UCHL1 block: inhibitors of human UCHL1 deubiquitinase | purified UCHL1, Ub-rhodamine cleavage fluorescence | inhibition, % at 20 µM | 47,000 compounds, 0.2% hits | AID 1645859, 2021
Target sequence (P09936 whole entry, looked up): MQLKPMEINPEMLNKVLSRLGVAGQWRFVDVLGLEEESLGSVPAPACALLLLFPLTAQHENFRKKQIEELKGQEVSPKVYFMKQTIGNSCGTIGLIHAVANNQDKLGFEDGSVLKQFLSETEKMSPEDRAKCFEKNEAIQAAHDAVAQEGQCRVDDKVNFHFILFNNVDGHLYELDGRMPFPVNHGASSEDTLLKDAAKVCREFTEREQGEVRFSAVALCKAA
USP30 inh: inhibitors of human USP30 deubiquitinase; inhibition, % at 25 µM; purified USP30, Ub-rhodamine cleavage fluorescence; AID 1645860, 2021; Ubiquitin carboxyl-terminal hydrolase 30 (Homo sapiens), Q70CQ3; 47,000 compounds, 5.3% hits
Target sequence (Q70CQ3 whole entry, looked up): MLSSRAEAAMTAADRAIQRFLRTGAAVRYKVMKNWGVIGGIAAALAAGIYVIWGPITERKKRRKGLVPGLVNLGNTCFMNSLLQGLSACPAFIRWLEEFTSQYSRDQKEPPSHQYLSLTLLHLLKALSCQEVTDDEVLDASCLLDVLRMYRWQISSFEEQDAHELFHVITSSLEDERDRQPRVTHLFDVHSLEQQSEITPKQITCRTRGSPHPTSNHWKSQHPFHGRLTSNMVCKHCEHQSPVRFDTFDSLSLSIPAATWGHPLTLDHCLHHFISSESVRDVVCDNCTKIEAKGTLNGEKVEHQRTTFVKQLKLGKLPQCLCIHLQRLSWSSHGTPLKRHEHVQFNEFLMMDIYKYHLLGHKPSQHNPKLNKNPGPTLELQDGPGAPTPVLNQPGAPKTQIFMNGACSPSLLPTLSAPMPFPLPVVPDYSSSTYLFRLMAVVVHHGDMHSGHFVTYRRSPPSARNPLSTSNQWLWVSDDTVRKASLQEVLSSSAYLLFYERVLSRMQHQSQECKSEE
Active calls of the source: *; · = not tested or not shown. Cut-off read from the data, not from the text of the source: active = inhibition above about 30%; inactive = the rest.

SMILES | USP28 inh | USP10 block | OTUD3 block | USP8 inh | USP17 block | USP7 inh | UCHL1 block | USP30 inh
CCNC(=O)C1CCCN(S(=O)(=O)c2cc(-c3noc(C)n3)cs2)C1 (stereo not drawn) | -1 | 2 | 0 | 1 | 0 | -4 | -3 | 0
COc1cc(CC(=O)OCc2cc(=O)oc3cc(C)ccc23)cc(OC)c1OC | 6 | -2 | 5 | 1 | 4 | -2 | 3 | 6
CNc1cncc(C2CCCN2C(=O)c2cccc3ncccc23)n1 (stereo not drawn) | -23 | -6 | -15 | -78 | -28 | -2 | -6 | -89
CC1C/C=C2\SCC(NC(=O)c3coc(n3)C[C@H](O)C[C@H](O)/C=C/C=C/CNC2=O)C(=O)O1 (stereo partly drawn) | 4 | 1 | 6 | -4 | 6 | 0 | -1 | 16
Cc1cccc(NC(=O)CC2C(=O)Nc3nc(-c4ccccc4)nn32)c1 (stereo not drawn) | 14 | 9 | 13 | 19 | 16 | 11 | 5 | 31*
CCN1C(=O)CCC12CCCN(C(=O)Cc1ccccc1)C2 (stereo not drawn) | 5 | 2 | 0 | 6 | -16 | 9 | 5 | 5
CCn1c(CN(C)C(=O)Nc2ccc(F)cc2)nc2cc(C(=O)N(C)C)ccc21 | -13 | -3 | -6 | -18 | -15 | -2 | -3 | -10
COc1cccc(-c2cn[nH]c2C2CCCN2C(=O)c2ccccn2)c1 (stereo not drawn) | -6 | -2 | 0 | -34 | -5 | 0 | -7 | -4
O=C(CN1c2ccc(F)cc2-c2ccccc2S1(=O)=O)Nc1ccc2c(c1)OCCO2 | 7 | -4 | 0 | 17 | 9 | 3 | 3 | 0
O=C(c1ccco1)N1CCN(Cc2nc3ccc([N+](=O)[O-])cc3c(=O)n2-c2ccccc2F)CC1 | -10 | 2 | -4 | -196 | -5 | -51 | 2 | -1
Cc1cccc(Nc2cncc(C3CCCN3S(=O)(=O)N3CCOCC3)n2)n1 (stereo not drawn) | 5 | -4 | 0 | 10 | 4 | 4 | 2 | -29
Cc1ccc(N2CC(c3nnc(NC(=O)CCCc4ccccc4)s3)CC2=O)cc1C (stereo not drawn) | -2 | 11 | -1 | 3 | 3 | 0 | -4 | -4
CCN1C(=O)CCC12CCCN(c1cc(OC)ncn1)CC2 (stereo not drawn) | -7 | -1 | -4 | -276 | -33 | 0 | 0 | -5
COc1ccc(CNC(=O)CN(Cc2ccccc2Cl)S(=O)(=O)c2ccccc2)cc1OC | -8 | 1 | -4 | -6 | 2 | -1 | 3 | -12
O=C(Cn1c(=O)n(Cc2ccccc2)c(=O)c2cc(Cl)ccc21)c1cccc(C(F)(F)F)c1 | 1 | -2 | 12 | 0 | 16 | 0 | -1 | 2
Cc1ccc2c(c1)N(C(=O)Cn1cc(S(=O)(=O)N3CCCCCC3)ccc1=O)CCO2 | 1 | 0 | 0 | -1 | 0 | -12 | 7 | 16
CCOC(=O)N1CCN(C(=O)Cc2csc(NC(=O)c3ccc(=O)[nH]c3)n2)CC1 | -11 | -9 | 0 | 5 | -7 | 7 | 2 | -41
COc1ccc(CNC(=O)CN(c2ccccc2)S(=O)(=O)c2ccccc2[N+](=O)[O-])cc1 | 3 | 1 | 0 | -78 | -11 | 3 | 0 | 12
O=C(CSc1ncnc2c1sc1nc(-c3ccccc3)c3c(c12)CCC3)Nc1ccccn1 | 6 | -5 | 11 | 5 | 0 | -3 | -5 | -15
COc1ccc(S(=O)(=O)CC2(O)CCN(C(=O)CC(C)C)CC2)cc1 | -12 | 0 | -3 | -3 | -8 | 0 | -2 | -2
Cc1cc2cc(CNC(=O)Cc3cccs3)ccc2n1C | -92 | -6 | -76 | -27 | -19 | -14 | -9 | -365
Cc1ccc(-n2nnc(-c3cccs3)n2)cc1 | 15 | 4 | 11 | 0 | 5 | 7 | 2 | 0
Cc1cc2cc(CCNC(=O)/C=C\c3ccccc3)c(=O)[nH]c2cc1C | -8 | 1 | -6 | -10 | 18 | -1 | 0 | -11
Cc1ccc(F)c(NC(=O)c2cc3n(n2)CCCC3)c1 | -4 | -1 | -3 | 0 | · | -16 | -5 | -9
O=C(CSc1nc2ccccc2[nH]1)c1c[nH]c2ccccc12 | -2 | -7 | 0 | -4 | 20 | 3 | -3 | 33*
CCc1cc(=O)n(Cc2cc(F)ccc2F)c(N2CCCC2)n1 | 12 | 3 | 11 | 17 | 8 | -12 | 4 | 14
O=C(c1cccnn1)N1CCCCC1c1ncc(Cc2ccc(F)cc2)o1 (stereo not drawn) | -10 | 2 | -6 | -55 | -2 | -3 | -2 | -5
CC(C)C(=O)N1CCc2nc(C(=O)Nc3ccccc3)sc2CC1 | 16 | 3 | 19 | -3 | 2 | 2 | 1 | 27
O=C(c1cn(-c2ccc(F)cc2)nn1)N1CCN(c2ccccc2)CC1 | -3 | -1 | 0 | 6 | -15 | 2 | 3 | -21
Cc1ccccc1NC(=O)Cn1cccc(S(=O)(=O)N2CCC(C)CC2)c1=O | · | -3 | 2 | -10 | -3 | -69 | -2 | ·
N#Cc1cccnc1N1CCC(C2CCCCCN2S(=O)(=O)c2ccccc2)CC1 (stereo not drawn) | -1 | 6 | 0 | 2 | -1 | 10 | 2 | -2
CCCCOc1cccc(-c2cc(C(=O)Nc3ccc4c(c3)OCCO4)c3ccccc3n2)c1 | 4 | 3 | 6 | 1 | 4 | 8 | 7 | -10
O=C(CC12CC3CC(CC(C3)C1)C2)NCc1ccc2c(c1)OCO2 | 0 | 0 | 3 | -1 | -6 | -2 | -1 | 12
O=C1NC(c2ccccc2)=N[C@@]12CC[C@@H]1CN(Cc3ccccc3F)C[C@@H]12 | 4 | -1 | 0 | -19 | -12 | 0 | -1 | 9
CCOC(=O)N1CCC(NS(=O)(=O)c2ccc(-c3ccon3)s2)CC1 | -9 | -1 | -2 | -28 | -5 | -2 | -4 | -4
O=C(Cn1c(=O)n(CCC(=O)N2CCc3ccccc3C2)c(=O)c2ccccc21)NCc1ccccc1Cl | 49* | 23 | 26 | 90* | 77* | -6 | 7 | 53*
Cc1ccc(C(=O)Nc2cc(C#N)ccc2Sc2ccccc2)cc1 | 17 | 0 | 11 | 17 | 3 | -3 | 6 | 18
Cc1cccc(NC(=O)c2cnn3c4c(cnc23)CCCCC4)c1C | -11 | -3 | -14 | -26 | -16 | 2 | -1 | -47
O=C(c1ccc(N2CCCC2)nn1)N1CCN(c2ccccn2)CC1 | 2 | -1 | 1 | -51 | -7 | 2 | -1 | 4
CN(C)C(=O)N1CCn2c(nnc2C2CCNCC2)C1 | 2 | 2 | 12 | 14 | 5 | 5 | 2 | 9
C/C(N[C@@H]1CSCC1O)=C1/C(=O)CC2[C@@H]1C2(C)C (stereo partly drawn) | -54 | -2 | -50 | -24 | -69 | -21 | -20 | -218
C/C1=C\CC[C@]2(C)O[C@@H]3C[C@@H](C)[C@](C)(CC1)C1=C3[C@](O)(OC1)[C@H]2O | 0 | -4 | 10 | -2 | 13 | 6 | 1 | 17
Cc1c(C(=O)NCc2ccco2)oc2c1/C(=N\O)CCC2 | 15 | 10 | 15 | 8 | 31* | 3 | 5 | 3
O=C(Nc1ccc2c(c1)CCC2)c1sc2cc(Cl)ccc2c1Cl | 12 | 2 | 8 | 29 | 16 | 8 | 3 | 30
COc1cc(NC(=O)Cc2cn3ccccc3n2)cc(OC)c1 | -19 | -3 | -19 | -277 | -83 | -10 | -13 | -116
Cc1nc(Nc2nncs2)cc(C2CCCN2C(=O)C2CCCC2)n1 (stereo not drawn) | 8 | 1 | 6 | 9 | 4 | 2 | 2 | 0
O=C(c1ccc(-c2csc(C3CC3)n2)cc1)N1CCC2(CC1)OCCO2 | -10 | -3 | -10 | -11 | -6 | -3 | 0 | -14
O=[N+]([O-])c1ccc(N2CCOCC2)nc1N1CCOCC1 | 17 | 1 | 11 | -33 | 4 | 1 | 0 | 28
CCS(=O)(=O)Nc1ccc2c(c1)CCCN2C(=O)c1cccs1 | 0 | -2 | -2 | 11 | -7 | -8 | 0 | 3
CCC(=O)N1c2ccc(S(=O)(=O)CCC(=O)N3CCN(c4ccccn4)CC3)cc2CC1C (stereo not drawn) | 3 | 0 | -5 | -16 | -8 | -3 | -2 | 0
(further entries)
SMILES | USP28 inh | USP10 block | OTUD3 block | USP8 inh | USP17 block | USP7 inh | UCHL1 block | USP30 inh
CCn1cc(S(=O)(=O)Nc2ncn(Cc3cccc(F)c3)n2)cn1 | 8 | 2 | 12 | 18 | 9 | 7 | 3 | 7
O=C(NC1CCCc2ccccc21)c1cc2ccccc2o1 (stereo not drawn) | 6 | 2 | 5 | 4 | 7 | 4 | 3 | 6
Cc1cc(C)cc(C(=O)Nc2nnc(C3CCCCC3)s2)c1 | 9 | 5 | 9 | -11 | 7 | -15 | -1 | 3
COc1ccc(S(=O)(=O)N2CC[C@@H]3CN(C(=O)c4ccccc4)[C@@H]3C2)cc1 | -1 | 0 | 3 | 4 | -6 | 3 | 0 | 0
COc1ccccc1NC(=O)N1Cc2cccn2-c2ccccc21 | 8 | 3 | -3 | 3 | 0 | 5 | 2 | -12
O=C(c1ccccc1)N1CC[C@H](c2nnc(-c3ccccc3F)o2)C1 | 3 | 0 | 14 | 24 | 14 | 2 | -1 | 25
COc1ccc(-c2oc3ccc(Br)cc3c(=O)c2C)cc1[N+](=O)[O-] | 6 | 18 | 11 | 19 | 18 | 14 | 7 | 15
O=C(CSc1cn[nH]n1)Nc1cc(C(F)(F)F)ccc1Cl | 1 | -1 | 5 | 15 | 10 | 5 | -1 | 15
Cc1ccc(S(=O)(=O)N(C)c2ccc(OCC(=O)Nc3ccccc3N3CCCCC3)cc2)cc1 | 0 | 10 | 11 | 12 | -2 | 9 | 4 | 10
O=C1CCOC[C@]2(CN(C(=O)c3cscn3)C[C@H]2c2ccccc2F)N1 | 5 | -3 | 16 | 13 | 1 | 4 | 0 | 3
Cc1ccc(C2c3[nH]c4ccccc4c3C[C@H]3C(=O)N(c4ccc(C(=O)NCCc5ccccc5)cc4)C(=O)N23)cc1 (stereo partly drawn) | -80 | -2 | -45 | -50 | -38 | -24 | -36 | -259
Cc1cccc(NC(=O)Cn2c(-n3nc(C)cc3C)nc3c(c2=O)CCC3)c1 | 0 | 0 | -2 | -17 | 37* | -1 | -2 | 2
CCC(C(=O)Nc1ccccc1F)n1c(SCc2cccc(F)c2)nc2ccncc21 (stereo not drawn) | 13 | 5 | -4 | 13 | 5 | 6 | 6 | -1
O=P(O)(O)OC[C@H]1O[C@H](O)[C@@H](O)[C@@H](O)[C@@H]1O | 4 | 1 | 7 | 23 | 16 | 4 | 2 | 12
O=C1O[C@@H]2C[C@H]3C[C@@H]2[C@@H]1[C@H]3C(=O)N1CCN(c2ccccc2)CC1 | -1 | 0 | 0 | 4 | -26 | -1 | -3 | 1
Cc1ccc(CN2C[C@@H]3[C@@H](C(=O)NCC(C)C)CCS(=O)(=O)[C@@H]3C2)cc1 | 8 | 2 | 6 | -9 | -8 | -4 | 0 | 2
Cc1ccc(C(=O)N2CCn3c(nnc3C3CC3)C2)c(=O)[nH]1 | -7 | -1 | -1 | 0 | 1 | 0 | -4 | 1
FC(F)(F)c1ccc(-c2nnc(SCCOc3ccccc3)o2)cc1 | 25 | 10 | 20 | 30 | 15 | 13 | 11 | 28

Ordered by the number under USP7 inh (low to high): some entries from above
SMILES | USP28 inh | USP10 block | OTUD3 block | USP8 inh | USP17 block | USP7 inh | UCHL1 block | USP30 inh
Cc1ccc(CN2C[C@@H]3[C@@H](C(=O)NCC(C)C)CCS(=O)(=O)[C@@H]3C2)cc1 | 8 | 2 | 6 | -9 | -8 | -4 | 0 | 2
Cc1cccc(NC(=O)Cn2c(-n3nc(C)cc3C)nc3c(c2=O)CCC3)c1 | 0 | 0 | -2 | -17 | 37* | -1 | -2 | 2
O=P(O)(O)OC[C@H]1O[C@H](O)[C@@H](O)[C@@H](O)[C@@H]1O | 4 | 1 | 7 | 23 | 16 | 4 | 2 | 12
FC(F)(F)c1ccc(-c2nnc(SCCOc3ccccc3)o2)cc1 | 25 | 10 | 20 | 30 | 15 | 13 | 11 | 28

Record cards (already shown). Screens in order: USP28 inh | USP10 block | OTUD3 block | USP8 inh | USP17 block | USP7 inh | UCHL1 block | USP30 inh
O=P(O)(O)OC[C@H]1O[C@H](O)[C@@H](O)[C@@H](O)[C@@H]1O across the screens: 4 | 1 | 7 | 23 | 16 | 4 | 2 | 12
CCC(C(=O)Nc1ccccc1F)n1c(SCc2cccc(F)c2)nc2ccncc21 (stereo not drawn) across the screens: 13 | 5 | -4 | 13 | 5 | 6 | 6 | -1
O=C1O[C@@H]2C[C@H]3C[C@@H]2[C@@H]1[C@H]3C(=O)N1CCN(c2ccccc2)CC1 across the screens: -1 | 0 | 0 | 4 | -26 | -1 | -3 | 1

Source: PubChem

Random draw from the library. About 14% of those tested had a hit in this group.
